KCNQ2 inh: KCNQ2 channel blockers in CHO-K1 cells – cell-based, FluxOR thallium flux, B-score, primary screen (AID 2156); O88943; 20 min; active compounds read low; B-score at 10 µM; 310,000 tested, 1.1% active;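 active = fluorescence ratio B-score at most minus 3 library SDs, with starting brightness B-score within 2 library SDs, cut at about -5.5 in these data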
STK33 kinase inh: human STK33 kinase inhibition; Q9BYT3; purified STK33, MBP phosphorylation, ADP-Glo luminescence; inhibition, % at 10 µM; 320,000 tested, 0.073% active;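 active = inhibition at or above 25%, using the most active replicate where run in duplicate; inactive = inhibition below 25%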
Target sequence (Q9BYT3 whole entry, looked up): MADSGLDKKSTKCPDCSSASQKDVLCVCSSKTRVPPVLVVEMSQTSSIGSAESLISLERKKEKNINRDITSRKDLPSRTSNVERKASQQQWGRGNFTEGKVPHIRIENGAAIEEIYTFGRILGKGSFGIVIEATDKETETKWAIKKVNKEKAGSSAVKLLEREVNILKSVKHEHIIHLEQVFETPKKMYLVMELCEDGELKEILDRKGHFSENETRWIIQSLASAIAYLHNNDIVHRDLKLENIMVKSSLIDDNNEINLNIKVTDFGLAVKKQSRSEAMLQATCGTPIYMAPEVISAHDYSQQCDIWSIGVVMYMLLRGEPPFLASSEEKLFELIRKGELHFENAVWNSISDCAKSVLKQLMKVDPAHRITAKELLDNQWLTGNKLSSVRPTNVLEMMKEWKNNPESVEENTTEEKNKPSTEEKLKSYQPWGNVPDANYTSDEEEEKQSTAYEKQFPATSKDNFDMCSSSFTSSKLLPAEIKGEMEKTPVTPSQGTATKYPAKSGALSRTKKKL
OX1R antag: antagonists of human orexin 1 receptor (OX1R); inhibition, % at 6.6 µM; 330,000 tested, 1.8% active; O43613; OX1R-expressing cells, FRET antagonist read-out; AID 485270; in the data active = inhibition mostly above about 38%, no sharp cut-off; inactive = mostly below about 40%;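 note: 0% = agonist challenge alone and 100% = reference antagonist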
Target sequence (O43613 whole entry, looked up): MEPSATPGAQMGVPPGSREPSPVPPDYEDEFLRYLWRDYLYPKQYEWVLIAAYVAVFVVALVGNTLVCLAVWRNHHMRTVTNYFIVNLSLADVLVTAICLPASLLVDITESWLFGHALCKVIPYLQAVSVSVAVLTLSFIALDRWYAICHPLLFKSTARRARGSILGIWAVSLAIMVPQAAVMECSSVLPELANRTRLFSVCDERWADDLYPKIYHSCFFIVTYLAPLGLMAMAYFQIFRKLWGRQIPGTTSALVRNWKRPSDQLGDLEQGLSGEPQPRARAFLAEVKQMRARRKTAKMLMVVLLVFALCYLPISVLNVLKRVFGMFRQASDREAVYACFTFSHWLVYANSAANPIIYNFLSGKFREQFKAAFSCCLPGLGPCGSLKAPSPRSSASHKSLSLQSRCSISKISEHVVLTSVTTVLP
Starred values were filed as active, the others as inactive; i = inactive; . = no result given; & = joins results of further samples.

Below each SMILES – KCNQ2 inh | STK33 kinase inh | OX1R antag
- CN(Cc1ccccc1Cl)C(=O)CNC(=O)C12CC3CC(CC(C3)C1)C2
→ . | -1.4 | 13.1
- NC(=O)Cn1nc2sc3ccccc3n2c(=O)c1=O
→ i | -0.6 | 3.1
- COc1ccc(N=C2S/C(=C\c3cc(C)n(C)c3C)C(=O)N2C)cc1
→ i | -0.6 | 19.9
- Cc1ccc(NC(=O)c2cc(N3C(=O)C4CC=CCC4C3=O)ccc2N2CCCCC2)cc1 (stereo not given)
→ i | 0.5 | 13.3
- CCCC(=O)OCC(=O)Nc1ccc2[nH]c(=O)[nH]c2c1
→ i | 0.6 | 2.6
- COc1ccc(C(=O)NNc2ccccc2)cc1OC
→ i | 0.0 | 2.2
- O=C1NC(=Nc2ccccc2)S/C1=C\c1ccccc1
→ i | 2.6 | 13.3
- Cc1ccc(OCc2nc(C#N)c(N3CCCC3)o2)cc1
→ i | -1.0 | 21.9
- Cc1ccc(C(CNC(=O)Nc2cccc(C)c2)N2CCN(C)CC2)cc1 (stereo not given)
→ i | 5.3 | 4.1
- COc1ccc(C(CNC(=O)c2c(C)nn(Cc3ccc(C)cc3)c2Cl)N2CCOCC2)cc1 (stereo not given)
→ . | -0.1 | 14.8

Part of the list above in order of molar mass, low to high:
Below each SMILES – KCNQ2 inh | STK33 kinase inh | OX1R antag
- NC(=O)Cn1nc2sc3ccccc3n2c(=O)c1=O
→ i | -0.6 | 3.1
- Cc1ccc(OCc2nc(C#N)c(N3CCCC3)o2)cc1
→ i | -1.0 | 21.9
- COc1ccc(N=C2S/C(=C\c3cc(C)n(C)c3C)C(=O)N2C)cc1
→ i | -0.6 | 19.9

(cont.)
Below each SMILES – KCNQ2 inh | STK33 kinase inh | OX1R antag
- Cc1nsc2c1ccc1ccccc12
→ i | -0.9 | 0.3
- O=c1c2ccccc2c2ccccc2c(=O)n1-c1ccccc1
→ i | -0.2 | 7.6
- CC(C)CC(=O)Nc1ccc(N2CCN(C(=O)c3cccs3)CC2)cc1
→ i | -2.2 | 6.5
- CC1CCc2sc(C(=O)OCC(=O)NCc3ccccc3)cc2C1 (stereo not given)
→ i | 0.0 | 10.9
- CCN(CCNCC(O)COc1ccccc1C(C)C)c1cccc(C)c1 (stereo not given)
→ i | 1.4 | -12.7
- Cc1ccc(OCCC(=O)OCC(=O)Nc2ccc3c(c2)OCCO3)cc1
→ i | -1.7 | 12.5
- CSc1nnc(NC(=O)c2nc(S(=O)(=O)Cc3ccccc3F)ncc2Cl)s1
→ i | -2.6 | 21.9
- CN(CC(=O)Nc1nccs1)S(=O)(=O)c1ccc(F)cc1
→ i | -1.0 | 4.6
- COC(=O)C1=C(C)N(C)C(=O)NC1c1cc2c(cc1[N+](=O)[O-])OCO2 (stereo not given)
→ i | 0.9 | 91.1*
- NC(=S)NNC(=O)C12CC3CC(CC(C3)C1)C2
→ i | -1.2 | 13.2
- Cc1ccc(C(=O)NN(CCC#N)C2=NS(=O)(=O)c3ccccc32)cc1
→ i | -0.1 | 12.2
- C/C(CC(=O)NCc1ccc(F)cc1)=N\NC(N)=S
→ i | 0.2 | 13.0
- Cc1ccc(-n2c(Cc3cccn3C)nnc2SCC(N)=O)cc1
→ i | 1.5 | 13.5
- COc1ccc(CC(=O)Nc2ccc(N3CCN(c4ccc(OC)cc4)CC3)c(C#N)c2)cc1
→ i | 0.0 | 13.9
- Cc1nnc(SCc2cc(=O)n3[nH]cnc3n2)s1
→ i | -0.6 | -0.1
- COc1ccccc1N(CCN1C(=O)c2cccc3cccc(c23)C1=O)C(=O)c1ccncc1
→ i | -0.1 | 2.6
- O=C1c2ccccc2-c2nc3ccccc3n21
→ i | 4.8&4.5 | 20.0&14.8
- COc1ccc(CCn2c(C)cc(C(=O)CSc3nnnn3C)c2C)cc1
→ i | -0.7 | 13.4
- O=C1Nc2ccccc2C1C(C[N+](=O)[O-])c1ccccn1 (stereo not given)
→ i | -0.1 | -6.5
- CCOc1ccc(C(=O)C[n+]2ccc(C(=O)NCCO)cc2)cc1
→ i | 0.0 | 25.1
- CCOc1ccc(C(O)C(CN2CCOCC2)c2ccccc2)cc1 (stereo not given)
→ i | -0.1 | -2.6
- CCS(=O)(=O)Nc1ccc(C(=O)CC2(O)C(=O)Nc3ccc(Br)cc32)cc1 (stereo not given)
→ i | -0.4 | 13.5
- CCOC(=O)c1cccnc1SCC(=O)N(C)c1ccccc1
→ i | 0.0 | 13.7
- Oc1ccccc1-c1nc2cnccn2c1Nc1ccc2c(c1)OCCO2
→ i | -2.5 | 9.3
- Cc1ccccc1NC(=O)NCCc1c[nH]c2ccccc12
→ i | -0.4 | 0.2
- Cc1cc2n(n1)C(c1cccs1)Nc1ccccc1-2 (stereo not given)
→ i | -0.9 | 9.2
- CC(=O)N1CCc2cc(S(=O)(=O)N3CCOCC3)ccc21
→ i | 1.4 | 6.5
- Cc1ccc2[nH]c(C(=O)N3CCN(c4cccc(Cl)c4)CC3)cc2c1
→ i | -0.3 | -6.5
- COc1ccc(CC(=O)NCCCSc2ccccc2)cc1OC
→ i | 0.1 | .
- COc1ccc(-c2csc(/C(C#N)=C\c3ccc(O)c([N+](=O)[O-])c3)n2)cc1OC
→ i | 2.7 | 16.5
- CC(C)Oc1ccc(C(=O)N(CN2CCCC2=O)c2ccc(F)cc2)cc1
→ i | 0.2 | 23.2
- CCN1C(=S)N[C@@H](c2cccc(F)c2)C(C(=O)OC)=C1C
→ i | 0.3 | 29.0
- O=C(/C=N/O)Nc1ccccc1C(=O)O
→ i | -0.1 | 10.6
- COc1ccc(S(=O)(=O)N(C)Cc2ccc3c(c2)OCCO3)cc1
→ . | 1.1 | 5.4
- COc1ccc(-c2nc(CN3CCC(C(=O)N4CCOCC4)CC3)c(C)o2)cc1OC
→ i | -0.7 | 9.3
- COC(=O)c1[nH]c2cc(C)ccc2c1NC(=O)CN1CCc2cc(OC)c(OC)cc2C1
→ i | 0.0 | 2.4
- NC(=O)C1CCN(C(=O)CCn2c(=O)oc3ccccc32)CC1
→ . | -0.9 | 1.4
- OCC[C@H]1C[C@@H](O)[C@H](O)[C@]2(OCc3ccccc32)O1
→ . | 0.3 | 3.0
- CCc1ccccc1NC(=O)C1CCN(S(=O)(=O)c2ccc3c(c2)N(C(C)=O)CCO3)CC1
→ i | 1.2 | 9.4
- CC(OC(=O)C1=COCCO1)C(=O)Nc1cc(S(=O)(=O)N2CCCCC2)ccc1Cl (stereo not given)
→ i | -0.7 | 11.3
- COc1ccc([N+](=O)[O-])cc1NC(=O)c1ccc(N(Cc2ccccc2C)S(C)(=O)=O)cc1
→ i | 0.1 | 15.6
- O=C(c1cnsn1)N1CCN(c2ccccc2)CC1
→ . | -1.9 | 40.9
- Cc1ccc(-n2c(C)nc3c(cnn3-c3ccc(C)c(C)c3)c2=O)cc1C
→ i | -1.2 | 2.9
- CCOC(=O)c1ccccc1NC(=O)CSc1ccc(-c2cccnc2)nn1
→ i | 0.3 | 42.3
- CCC(=O)Nc1nnc(SCC(=O)NC2CCCC2)s1
→ i | -0.3 | 9.8
- COc1ccccc1NC(=O)CCCc1nc(-c2ccc(OC)c(OC)c2)no1
→ i | -1.4 | 30.1
- CC(=O)Nc1cccc(NC(=O)c2cc(Cl)ccc2Cl)c1
→ i | 1.4 | 24.3
- CN(C)S(=O)(=O)c1ccc2c(c1)C(=NO)c1cc(S(=O)(=O)N(C)C)ccc1-2
→ i | -1.8 | 6.3
- CC(NC(=O)C(C)(C)C)C(c1cccs1)N1CCOCC1 (stereo not given)
→ i | 2.4 | 7.8
- COc1ccc2c(c1)nc(CN1CCN(CCO)CC1)n2C
→ i | -0.5 | 10.9

Remaining list, next part:
Below each SMILES – KCNQ2 inh | STK33 kinase inh | OX1R antag
- O=C(Nc1cccc(S(=O)(=O)N2CCCC2)c1)c1cncc(Br)c1
→ . | -1.2 | -1.9
- CCOC(=O)N1CCC(NC(=O)C2=CCN(S(=O)(=O)c3ccc(F)cc3)CC2)CC1
→ i | 14.9 | 2.2
- COc1ccccc1NC(=S)NC(=O)C(C)C
→ i | -0.9 | 2.2
- Cc1cccc(OCc2nnc(SCC(=O)N(c3ccccc3)C3CCS(=O)(=O)C3)o2)c1 (stereo not given)
→ . | -1.7 | 5.6
- COc1ccc(C(C)=O)cc1CSc1ccc2c(c1)OCCO2
→ i | 0.5 | 26.6
- c1ccn2c(SCc3ccc4c(c3)OCO4)nnc2c1
→ i | 9.8 | 7.7
- O=c1[nH]c(C2CCN(S(=O)(=O)Cc3ccccc3)CC2)nc2c1nnn2Cc1cccc(Cl)c1
→ i | 2.0 | 10.9
- Cc1ccc(/C=N/n2nnnc2N)cc1
→ i | -2.2 | 13.1
- COc1ccccc1OC(C)C(=O)N(Cc1ccco1)C1CCS(=O)(=O)C1 (stereo not given)
→ i | -0.3 | 1.4
- O=S(=O)(NCC1CCCO1)c1ccc(Cl)cc1 (stereo not given)
→ i | -0.3 | -1.3
- Cc1ccsc1C(=O)OCC(=O)NC1CC1
→ . | -0.1 | 6.1
- O=C(NCc1ccccc1)c1ccc2c(c1)C(=O)N(Cc1cccnc1)C2=O
→ i | 2.0 | .
- CCNC(=O)c1nc[nH]c1C(=O)NCC
→ i | -0.7 | 18.9
- Cc1cc(F)ccc1S(=O)(=O)N1CCCOC1CNC(=O)C(=O)NCc1cccnc1 (stereo not given)
→ i | -0.2 | 4.3
- COc1ccc(/C=N/N2CCN(C3c4ccccc4-c4ccccc43)CC2)cc1O
→ i | 0.2 | 10.8
- O=C(CCN1CCOCC1)c1ccccc1
→ -9.89* | -0.9 | 15.8
- Cc1cc(=O)[nH]c(SCc2cc(Cl)ccc2OC(F)F)n1
→ i | -0.9 | 21.8
- COCCOc1nc2ccccc2nc1C
→ i | -1.8 | 9.8
- CCN(c1ccccc1)S(=O)(=O)c1ccc(C(=O)Nc2ccncc2)cc1
→ i | 0.2 | 25.6
- O=C(CSc1cccc(C(F)(F)F)c1)NC(=O)NCc1ccco1
→ i | 0.2 | 15.5
- O=C(Nc1ccc(NC(=O)c2ccccc2Cl)nc1)c1ccncc1
→ i | -0.4 | 16.6
- COC(=O)c1cc(S(=O)(=O)NCC2CCN(CCc3ccc(OC)cc3)CC2)c[nH]1
→ i | 0.8 | 10.1
- COc1ccc(C(=O)Cn2c(Br)nc3c2c(=O)n(C)c(=O)n3C)cc1
→ i | -0.4 | 9.4
- O=C(O)c1ccc(CNC(=O)c2ccc(Br)o2)cc1
→ i | -3.4 | -4.7
- CCN(CC)S(=O)(=O)c1ccc(N2CCCC2)c(NC(=O)CC(C)(C)C)c1
→ i | -1.6 | 7.7
- CC(C)(O)C#Cc1ccc(C(=O)N2CCN(c3ccc([N+](=O)[O-])cc3)CC2)cc1
→ i | -0.5 | 13.1
- CC(C)NC(=S)N1CCCN(c2ncccc2[N+](=O)[O-])CC1
→ i | -0.2 | 3.5
- c1coc(CNc2nc3ccccc3s2)c1
→ i | -0.6 | 8.8
- CCOc1ccccc1C(=O)Nc1ccsc1C(=O)OC
→ i | 1.5 | 69.0*
- CC(=O)N/C(=C\c1ccccc1)C(=O)OCc1ccc(C)cc1
→ i | -1.6 | 22.0
- CCCc1ccc(C(=O)COC(=O)CN2C(=O)NC3(CCCCC3C)C2=O)cc1 (stereo not given)
→ . | -1.0 | -1.2
- CCOc1ccc2nc(Cl)c(CN(C(=O)c3cnccn3)C3CCCC3)cc2c1
→ i | 0.5 | 27.8
- N#Cc1ccc(OCc2nnc3n2CCCCC3)cc1
→ i | -0.5 | 12.5
- COc1ccc2sc(NC(C)=O)nc2c1
→ i | 10.3 | 15.4
- S=C(NCC1(c2ccccc2)CCCC1)Nc1ccccc1
→ i | -0.7 | -2.7
- Cc1cc(C)cc(-n2c(C)cc(C=C(C#N)C#N)c2C)c1
→ i | -2.3 | 6.1
- Cc1onc(-c2ccccc2Cl)c1C(=O)N1CCN(c2nc3ccccc3s2)CC1
→ i | 0.1 | 8.9
- O=C(N/N=C/c1ccc(OC(=O)c2cccs2)cc1)c1ccccn1
→ i | 0.5 | 11.8
- COC(=O)CCCNC(=O)c1ccc(OC2CCN(CCc3ccccc3)CC2)cc1
→ i | -0.5 | 10.7
- O=C1OCC(Cn2c3ccccc3c3ccccc32)O1 (stereo not given)
→ i | 0.6 | 14.1
- CN(/C(=N/S(=O)(=O)c1cccs1)c1ccccc1)c1ccccc1
→ i | -4.9 | 6.1
- CCOC(=O)N1CCN(Cc2cc(=O)oc3ccc(Cl)cc23)CC1
→ i | 0.2 | 8.1
- Cc1ccc(NC(=O)N2CCCCCC2)c(C)c1
→ i | -0.1 | .
- CN(C1CCCCC1)S(=O)(=O)c1cccc(C(=O)OCC(=O)NC2CCCc3ccccc32)c1 (stereo not given)
→ i | . | 10.3
- COc1cc2c(=O)n(CCCN3CCOCC3)c(=S)[nH]c2c(OC)c1OC
→ i | -0.9 | 5.2
- COc1cc2c(cc1OC)C(C(=O)Nc1ccc3c(c1)OCCO3)C(c1cccnc1)N(C)C2=O (stereo not given)
→ i | -3.8 | 13.7
- O=C(Nc1ccc(Cl)cn1)C1C(c2ccccc2)C1(Cl)Cl (stereo not given)
→ i | -1.0 | 8.9
- CCC(Oc1ccccc1F)C(=O)Nc1ccc2c(c1)n(C)c(=O)n2C (stereo not given)
→ i | -1.1 | .
- COc1cc(/C=N/NC(=O)CSc2ccccn2)ccc1OC(C)C
→ i | -1.2 | 8.0
- COc1ccc(NC(=O)CN(C)C(=O)/C=C/c2ccc(S(=O)(=O)N3CCCCCC3)cc2)cc1
→ i | -0.3 | 18.1
- Cc1cc(C)n(-c2ccc(C(=O)Oc3ccc4c(c3)OCO4)cc2)n1
→ i | 0.9 | 25.6
- C=CCNC(=O)C12CC3(C)CC(C)(CC(C)(C3)C1)C2
→ i | -0.6 | 17.2

Source: PubChem BioAssay (several laboratories)
